# Bioassay records (PubChem)
# CCHFV vOTU inh – CCHFV vOTU protease inhibition; inhibition, % at 11.5 µM; AID 651958; 370,000 tested, 0.55% active; Pep-AMC fluorescence; in the data active means inhibition above about 30%; further: 0% = vehicle wells with enzyme and 100% = no enzyme wells
# TcdB GH inh – blocks C. difficile toxin B glycohydrolase activity | P18177 | TcdB glycohydrolase enzymatic assay, plate reader | inhibition, % at 9.99 µM | 350,000 tested, 0.24% active; in the data active means inhibition above about 10%
# Target sequence (P18177 whole entry, looked up): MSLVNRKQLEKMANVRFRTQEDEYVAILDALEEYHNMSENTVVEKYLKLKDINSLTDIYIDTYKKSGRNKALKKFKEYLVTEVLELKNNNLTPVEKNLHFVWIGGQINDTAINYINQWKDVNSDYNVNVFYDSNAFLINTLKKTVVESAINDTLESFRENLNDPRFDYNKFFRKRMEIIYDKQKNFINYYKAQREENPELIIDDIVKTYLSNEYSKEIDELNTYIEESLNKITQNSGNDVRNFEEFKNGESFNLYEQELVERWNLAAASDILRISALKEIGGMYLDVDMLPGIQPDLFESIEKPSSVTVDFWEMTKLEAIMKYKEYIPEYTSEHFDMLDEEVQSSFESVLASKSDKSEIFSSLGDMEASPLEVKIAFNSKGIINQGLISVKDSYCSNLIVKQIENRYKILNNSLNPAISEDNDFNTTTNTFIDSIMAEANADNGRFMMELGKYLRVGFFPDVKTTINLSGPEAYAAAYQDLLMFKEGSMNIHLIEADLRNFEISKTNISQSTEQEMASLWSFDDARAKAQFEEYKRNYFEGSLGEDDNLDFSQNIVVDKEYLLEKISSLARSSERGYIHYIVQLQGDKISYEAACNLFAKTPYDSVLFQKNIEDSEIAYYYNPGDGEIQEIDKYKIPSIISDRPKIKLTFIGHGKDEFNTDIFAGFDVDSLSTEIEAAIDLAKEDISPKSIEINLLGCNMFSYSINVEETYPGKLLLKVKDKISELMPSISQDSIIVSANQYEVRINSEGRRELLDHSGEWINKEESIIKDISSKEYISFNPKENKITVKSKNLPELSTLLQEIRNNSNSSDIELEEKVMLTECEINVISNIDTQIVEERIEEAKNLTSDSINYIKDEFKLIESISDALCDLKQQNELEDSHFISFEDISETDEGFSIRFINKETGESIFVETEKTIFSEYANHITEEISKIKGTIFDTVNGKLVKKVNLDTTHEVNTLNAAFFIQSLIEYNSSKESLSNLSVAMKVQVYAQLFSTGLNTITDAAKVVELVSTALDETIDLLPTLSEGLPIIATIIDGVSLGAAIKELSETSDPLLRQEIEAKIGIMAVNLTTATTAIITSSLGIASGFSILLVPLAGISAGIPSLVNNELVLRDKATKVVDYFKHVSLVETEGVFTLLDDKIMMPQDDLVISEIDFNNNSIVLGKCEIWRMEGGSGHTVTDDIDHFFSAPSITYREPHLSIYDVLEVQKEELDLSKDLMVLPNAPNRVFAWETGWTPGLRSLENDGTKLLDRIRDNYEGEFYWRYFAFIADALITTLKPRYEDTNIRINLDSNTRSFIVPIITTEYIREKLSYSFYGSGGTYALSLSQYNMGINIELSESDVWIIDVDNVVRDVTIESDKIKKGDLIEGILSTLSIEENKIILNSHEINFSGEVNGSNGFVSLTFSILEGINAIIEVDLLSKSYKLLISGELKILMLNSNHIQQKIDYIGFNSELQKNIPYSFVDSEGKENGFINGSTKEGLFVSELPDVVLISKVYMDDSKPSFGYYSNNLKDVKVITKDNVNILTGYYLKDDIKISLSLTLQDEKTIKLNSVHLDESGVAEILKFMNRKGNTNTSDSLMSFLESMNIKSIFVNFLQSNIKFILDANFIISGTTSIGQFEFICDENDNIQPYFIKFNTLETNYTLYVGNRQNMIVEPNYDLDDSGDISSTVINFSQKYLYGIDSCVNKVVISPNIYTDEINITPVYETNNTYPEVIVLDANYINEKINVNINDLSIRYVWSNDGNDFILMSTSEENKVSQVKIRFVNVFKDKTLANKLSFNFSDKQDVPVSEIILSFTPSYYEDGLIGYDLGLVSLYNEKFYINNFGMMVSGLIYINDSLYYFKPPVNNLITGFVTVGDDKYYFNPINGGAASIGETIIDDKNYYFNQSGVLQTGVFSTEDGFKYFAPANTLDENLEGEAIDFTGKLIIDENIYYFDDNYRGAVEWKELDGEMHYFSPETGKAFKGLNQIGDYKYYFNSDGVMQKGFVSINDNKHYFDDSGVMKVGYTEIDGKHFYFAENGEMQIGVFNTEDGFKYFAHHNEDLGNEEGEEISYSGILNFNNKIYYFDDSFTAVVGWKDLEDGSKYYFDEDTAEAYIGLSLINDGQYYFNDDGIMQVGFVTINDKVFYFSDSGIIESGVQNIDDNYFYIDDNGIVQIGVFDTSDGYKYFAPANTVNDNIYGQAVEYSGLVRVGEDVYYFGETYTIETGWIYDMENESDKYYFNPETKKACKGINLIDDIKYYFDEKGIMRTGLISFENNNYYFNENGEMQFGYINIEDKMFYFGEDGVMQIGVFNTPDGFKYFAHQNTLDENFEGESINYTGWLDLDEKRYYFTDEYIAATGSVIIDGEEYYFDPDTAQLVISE
# BoNT A protease – BoNT A light chain protease inhibition; multiplex microsphere protease substrate cleavage, flow cytometry; inhibition, % at 10 µM; 360,000 tested, 0.17% active; AID 588499; further: plate controls were buffer without enzyme for full effect and enzyme alone for no effect
# Y pestis TopoI – blocks Yersinia pestis topoisomerase I activity; 360,000 tested, 0.064% active; activity, % at 10 µM; Y. pestis Topo-I cleavage product accumulation, plate reader; in the data active means activity above about 50%, passing the limit was not always enough; inconclusive means no clear call, values can overlap the other calls; further: inactives centre near 2
# PfHsp40 rescue – compounds rescuing yeast from Plasmodium falciparum HSP40 toxicity. AID 504582. 340,000 tested, 0.68% active. S. cerevisiae expressing PfHsp40, growth rescue, ATP luminescence. growth rescue, % at 12.5 µM; in the data active means growth rescue above about 28%, passing the limit was not always enough; inconclusive means no clear call, values can overlap the other calls;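 further: yeast W303a lacking pdr1 and pdr3 grown in galactose medium; growth measured after three days at 30 °C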
# PrPC surface inh – inhibitors of human cell surface prion protein PrPC; AID 720596; inhibition, % at 13.8 µM; TR-FRET read-out; 370,000 tested, 0.43% active; P04156; in the data active means inhibition above about 24%; further: 0% = median of the test wells and 100% = reference compound wells
# Anthrax LF prot – inhibitors of Bacillus anthracis lethal factor protease. AID 588501. inhibition, % at 10 µM. P15917. multiplex microsphere protease cleavage assay, LF. 360,000 tested, 0.12% active; further: plate controls were buffer without enzyme for full effect and enzyme alone for no effect
# BoNT-F LC inh – BoNT F light chain protease inhibition. Multiplex microsphere protease cleavage assay, flow cytometry. inhibition, % at 10 µM. 360,000 tested, 0.22% active. AID 588497; in the data active means inhibition above about 35%, passing the limit was not always enough; inconclusive means no clear call, values can overlap the other calls; further: plate controls were buffer without enzyme for full effect and enzyme alone for no effect
# FadD28 binding – inhibitors of Mycobacterium tuberculosis FadD28 bisubstrate binding; FadD28 bisubstrate probe binding, fluorescence polarization; inhibition, % at 12.5 µM; 360,000 tested, 0.22% active; in the data active means inhibition above about 8.5%, passing the limit was not always enough; inconclusive means no clear call, values can overlap the other calls
# * marks the source's active call; other numbers are inactive results; ? = inconclusive; · = not tested or not shown. Unless noted, no stated cut-off is given here; in the data, active means inhibition above about 30%; inconclusive means no clear call, values can overlap the other calls; inactive means below that. Outcome played no part in choosing rows; about 2.3% have a hit in one of these screens.
SMILES,CCHFV vOTU inh,TcdB GH inh,BoNT A protease,Y pestis TopoI,PfHsp40 rescue,PrPC surface inh,Anthrax LF prot,BoNT-F LC inh,FadD28 binding
Cc1cc(NC(=O)CCC(=O)N(CC2CCCO2)C(C(=O)NC2CCCC2)c2cccnc2)no1 (stereo not given),-2,·,-0.7,5,-1.0,-2,1,12,-0.1
CC(C)(C)C(=O)O/N=C(\N)COc1cccc(Cl)c1,-11,2.8,?,3,-1.3,7,-17,?,-1.2
CCN(C(=S)NC(=O)CCc1ccccc1)c1ccccc1,-12,0.4,-0.6,-4,0.2,1,-2,-4,2.1
COc1ccccc1CCNS(=O)(=O)CCNC(=O)c1ccc2c(c1)OCO2,-7,2.7,0.5,1,2.3,4,-5,9,-0.4
C=CCc1ccccc1OCC(O)CN1C(=O)c2ccccc2C1=O (stereo not given),-5,-0.5,-5.4,-4,1.3,1,-9,?,-1.5
O=C(Nc1nccs1)c1csc([C@H]2C[C@H](O)[C@@H](CO)O2)n1,-8,1.0,-0.2,-5,·,2,-2,-10,-2.8
Cc1cc(C(=O)NCCCN2CCCC2=O)no1,-10,·,?,3,0.0,0,-4,-12,-1.2
COCCN1C(=O)c2ccccc2C(C(=O)N2CCN(c3ccccn3)CC2)C1c1ccc(F)cc1 (stereo not given),0,·,0.0,2,13,-8,4,2,-1.8
CC1(C)C2CCC1(C)C(OC(=O)c1ccccc1C(=O)O)C2 (stereo not given),-11,1.2,-1.1,10,1.5,-1,-3,-10,-2.9
COc1cccc(NC(=O)N(CCCN2CCOCC2)C(C)c2cc3ccccc3o2)c1 (stereo not given),-14,-0.2,2.9,2,1.7,2,1,4,-2.3
COC(=O)c1ccccc1C(=O)N1CCCC(C(=O)c2cc(F)ccc2F)C1 (stereo not given),-13,-2.0,-0.3,3,-0.7,-4,-1,0,-2.9
CC1CCN(CCCN2C(=O)C3C(C(=O)Nc4cccc(Cl)c4)C4C=CC3(O4)C2C(=O)NC2CCCCC2)CC1 (stereo not given),-3,1.8,2.3,2,3.9,-2,9,14,-4.7
COc1cc(/C=N/NC(N)=O)cc([N+](=O)[O-])c1O,24,-1.4,-0.5,-3,-1.2,-25,-2,2,-0.5
CCC(CC)C(=O)Nc1cccc(/C(C)=N/NC(=O)c2c(Br)cnn2C)c1,8,·,0.0,-2,-0.7,-4,-4,-1,-1.1
O=C(O)c1ccccc1-c1ncc(-c2ccccc2)o1,-7,-0.6,-0.1,0,1.0,3,-5,6,-1.2
C/C(CCc1oc2ccc(Br)cc2c1-c1ccc(C)o1)=N/O,14,·,-1.0,24,1.9,6,-3,-10,-4.8
CCOc1ccc(NC(=O)Nc2cc(C(C)C)ccc2C)cc1,-8,-0.3,-2.3,-6,-1.1,4,4,?,-2.7
CC(=O)O/N=C(/c1nonc1N)N(C)C,-1,-2.3,-1.7,5,-0.5,-5,4,-4,-3.1
CCOC(=O)C1=C(C)NC(=O)C(C(N)=O)C12CCCCC2 (stereo not given),6,·,0.0,0,-1.3,-1,-4,-3,-0.6
C=CCCN(C(CC(C)C)C(=O)OC)S(=O)(=O)c1cc(Br)ccc1Br (stereo not given),2,0.1,-0.4,-1,3.4,-3,-3,-6,0.3
CC(=O)Nc1ccc(NC(=O)C(C)Sc2n[nH]c(=O)n2Cc2ccccc2)cc1 (stereo not given),12,0.9,0.1,0,1.7,1,3,0,·
CC1CCCCC12NC(=O)N(CC(=O)N1CCc3ccccc3C1)C2=O (stereo not given),2,1.6,3.2,11,-1.7,5,5,-3,0.4
Clc1ccc(OCc2nc3ccccc3[nH]2)cc1,4,4.8,-0.1,6,1.2,1,1,-2,-4.2
O=C(Nc1cccc2ccccc12)N1N=CCC1c1ccccc1 (stereo not given),-3,1.5,-0.3,25,·,0,-9,-5,-2.7
COc1ccc(C(=S)N2CCN(C)CC2)cc1,13,·,-2.2,6,-0.5,8,0,-37,-1.8
CC(C)CN(C(=O)COC(=O)c1ccc2ccccc2n1)C1CCS(=O)(=O)C1 (stereo not given),-14,1.3,-0.1,5,-0.3,3,-8,-3,-2.5
O=C(c1ccc(S(=O)(=O)N2CCOCC2)cc1)N1CCc2ccccc2C1,14,·,-1.0,-9,-0.7,-1,1,13,-3.1
CCOC(=O)c1c(-c2ccccc2)oc2ccc(OCC(=O)O)cc12,-73,-2.9,-0.5,3,-0.8,-1,-3,-7,-5.7
Cc1ccc(S(=O)(=O)N2C[C@H]3C(=O)C[C@@H](c4cccc(Cl)c4)N(S(=O)(=O)c4ccc(C)cc4)[C@H]3C[C@H]2c2ccccc2)cc1,8,2.5,-0.6,0,·,-1,-3,-9,-2.0
O=C(Cc1n[nH]c(=O)[nH]c1=O)N/N=C/c1c(O)ccc2ccccc12,24,-22,4.2,2,-0.1,-13,1,-2,-0.5
O=C(COC(=O)CCN1C(=O)/C(=C\C=C\c2ccccc2)SC1=S)Nc1ccc(Br)cc1,-1,1.1,41*,2,·,-4,27,14,-0.7
COC(=O)[C@@H](NC(=O)N(C1CCCCC1)C1CCCCC1)C(C)C,-3,·,12,29,-0.3,-2,-10,12,-2.4
CC(C)(C)c1ccc(CC(=O)N2CCC2(C)C(=O)NCc2ccc3c(c2)OCO3)cc1 (stereo not given),-4,0.3,-0.6,2,·,2,0,1,-3.9
COc1cc(OC)c2c(c1)C(=O)OC2,-4,·,-0.1,2,-0.7,-3,-2,-2,-1.9
COc1ccc(NC(=O)CCNC(=O)c2ccccc2Cl)cc1S(=O)(=O)N1CCCCC1,4,1.9,0.6,-8,·,6,2,12,-0.4
CC(C)c1ccc(C(=O)N2CCN(CCO)CC2)cc1,-3,·,-0.5,3,-0.2,3,-1,0,-0.6
COc1ccc(NC(=O)CSc2nnc(Cn3c(=O)sc4ccccc43)n2C)cc1OC,10,2.2,0.1,3,-0.2,7,-5,7,-4.3
COc1cccc(C(=O)Nc2ccc3nc4n(c(=O)c3c2)CCCCC4)c1,3,1.9,-0.2,5,·,0,-2,-14,2.2
CSc1nnc2c(n1)OC(c1ccc(C(=O)O)cc1)N(C(C)=O)c1ccccc1-2 (stereo not given),2,1.3,-0.4,-4,2.7,-24,-2,-5,0.4
N#Cc1ccc(CN2CCN(C(=O)c3ccc(S(=O)(=O)NCc4ccco4)cc3)CC2)cc1,-8,1.3,-0.2,10,-0.7,1,1,-6,-0.5
COc1ccc(Br)cc1/C=N/NC(=O)CNC(=O)/C=C/c1ccccc1,8,·,0.8,-3,0.4,-10,5,10,-2.0
CCOCc1nnc(NC(=O)CSc2ccccc2)s1,14,·,-1.4,5,2.0,-1,-2,?,-2.7
CC(=O)C1=C(O)C(=O)N(c2ccc(Br)cc2)C1c1ccc(Br)cc1 (stereo not given),-1,1.0,-3.0,3,0.0,15,-4,-10,-26
CC(=O)/C(=N/Nc1ccccc1)N1CCOCC1,9,·,1.5,3,0.1,-2,-2,3,-0.6
COCCn1c(N2CCN(c3ccc(OC)cc3)CC2)nc2c1c(=O)[nH]c(=O)n2C,11,·,-1.9,-4,-0.7,6,-1,-22,-0.1
N#Cc1cn(C2OC(CO)C(O)C2O)c2ncnc(N)c12 (stereo not given),-2,2.0,-0.3,-2,-1.4,26*,-1,0,-0.2
CCn1cc(C(=O)NC2CCCCC2C)c(=O)c2ccc(C)nc21 (stereo not given),13,·,-0.4,-5,1.0,3,-3,-23,-0.9
COc1ccc(NC(=O)COC(=O)c2cccc(S(=O)(=O)N3CCCCC3)c2)c(OC)c1,3,2.1,3.7,14,-1.2,10,-10,-4,-0.4
Cc1noc(C)c1S(=O)(=O)N1CCCC(C(=O)NCCc2ccc(Cl)cc2)C1 (stereo not given),11,·,-0.8,-5,2.4,-2,-2,-7,-2.0
C=CCC[C@H](Cc1ccc(F)cc1)C(=O)OC[C@H](C)NC(=O)[C@H](CC=C)CC(=O)N(CCO)Cc1ccccc1,7,-1.8,0.0,13,11,-10,5,4,-0.2

# Further records follow:
SMILES,CCHFV vOTU inh,TcdB GH inh,BoNT A protease,Y pestis TopoI,PfHsp40 rescue,PrPC surface inh,Anthrax LF prot,BoNT-F LC inh,FadD28 binding
CC1Oc2ccccc2N(CC(=O)N2CCc3ccccc32)C1=O (stereo not given),-6,0.0,0.9,-2,0.9,1,-4,0,0.5
COc1ccc(C2Nc3ccc(Br)cc3C(c3ccccc3)N2CC(=O)O)cc1 (stereo not given),-9,-2.0,-0.4,-11,2.2,1,-6,-3,-2.3
CC1=C(C(N)=O)C(c2ccccc2[N+](=O)[O-])n2ncnc2N1 (stereo not given),0,-0.5,-1.5,-5,-2.4,-13,-4,-1,-1.6
Cc1nnsc1NC(=O)OCC(C)C,9,·,-0.9,2,0.6,1,1,4,-0.7
CCCOc1ccc(Cc2c(Cl)nc(SC)nc2NC)cc1,20,-1.2,-0.7,26,3.7,22,-1,-4,1.0
O=C(NCc1ccncc1)Nc1ccc(Cc2ccc(NC(=O)NCc3ccncc3)cc2)cc1,12,-9.5,-0.2,-8,·,9,-5,-6,-3.3
CCOc1ccccc1NC(=O)COC(=O)Cc1ccc(-c2ccccc2)cc1,10,-0.1,-0.4,38,0.2,0,0,0,-1.9
COC(=O)[C@H](Cc1ccccc1)NC(=O)N(C)Cc1ccccc1,-6,0.5,-10,8,-2.4,-1,-29,?,-1.4
O=C(COC(=O)c1ccc(Cl)c(S(=O)(=O)N2CCCC2)c1)NCc1ccccc1,0,1.5,-0.1,31,0.7,2,-7,-6,1.1
O=C(Cc1cccs1)NCc1cccc(CNC(=O)Cc2cccs2)c1,-2,1.4,0.2,-2,-0.5,2,2,6,-0.3
O=C(NC1=NCCS1)c1cccc(S(=O)(=O)N2CCc3ccccc32)c1,9,-0.6,-0.6,16,-0.1,15,-4,-13,-1.6
Cc1ccc(C(=O)N2CCCC(N3CCN(c4ccccc4F)CC3)C2)s1 (stereo not given),-9,-0.9,-4.6,4,-0.8,3,-1,-7,-0.4
Cc1c(C(=O)N2CCCC2)c(S(=O)(=O)Nc2cccc(Br)c2)c(C)n1C,-5,1.5,-1.6,-5,-0.6,-1,-1,1,-1.0
CSc1ccc(-c2nc(CSCC(=O)NC3CC3)c(C)o2)cc1,-12,0.0,-1.4,1,-0.7,2,-3,-3,-1.8
CSc1c[n+]2c(n1C)CCC2,-7,·,-1.8,2,-0.1,8,-4,-7,-0.7
COc1ccccc1N(C)S(=O)(=O)c1ccc(C(=O)N2CCCC(C(F)(F)F)C2)cc1 (stereo not given),·,·,0.3,33,2.8,·,0,0,-0.5
Cc1ccc(N2CCN(c3ccc(C)cc3)C2c2ccccn2)cc1,13,-5.2,-1.4,-2,?,5,-7,-18,-1.7
CCN1CCCC1CNC(=O)C(=O)NC(C)C (stereo not given),-21,1.7,0.3,9,-1.2,5,-2,5,-1.8
Cc1cccc(NC(=O)c2cccnc2)c1,13,·,·,3,-2.3,5,·,·,-0.9
Cc1ccc2nc(-c3ccc(NC(=O)c4cccnc4)cc3)oc2c1,-2,-0.1,0.7,-8,1.4,5,0,-8,-3.1
COc1ccc(-c2cc(-c3ccc(C)cc3)n[nH]2)c(O)c1,24,2.3,-3.3,-16,2.6,9,10,-1,-5.1
